Screening results: PubChem, Broad Institute
CFTR F508del cor – F508del CFTR correction, initial screen, CFBE line, single point. CFBE cells, YFP halide quenching; stimulated with forskolin plus potentiator P3; % fluorescence drop versus neutral controls. activity (quench increase), % at 7.58 µM. hit rate 0.36% among 350,000. AID 720511, 2013;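 active = mean added fluorescence quench of at least 8% versus neutral control, with both replicates also reaching 8%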;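 also: cells transiently co-express mutant CFTR-F508del with the halide-sensitive YFP; corrector assay measuring rescue of mutant channel to the surface after 24 h compound exposure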
ARNT TACC3 PPI – disruptors of ARNT/TACC3 protein interaction, primary screen, biochemical, AlphaScreen, single concentration; Transforming acidic coiled-coil-containing protein 3 (Homo sapiens), Q9Y6A5; hit rate 0.66% among 390,000; AlphaScreen His-ARNT PAS-B/GST-TACC3 binding, luminescence; TACC3 fragment carries E629A point mutation; inhibition, % at 9.99 µM; AID 623870, 2012;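 active = mean inhibition of replicates at least 50% and at least half of replicates each reaching 50%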;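 also: 0% = complete ARNT plus TACC3 wells and 100% = ARNT alone without TACC3; many hits fall short of the cut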
RAD52 inh – RAD52 DNA annealing inhibitors, primary screen, biochemical, FRET, single point, set 2. DNA repair protein RAD52 homolog (Homo sapiens), P43351. recombinant RAD52 DNA annealing, FRET fluorescence. inhibition, % at 18.7 µM. hit rate 0.46% among 360,000. AID 651710, 2012;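 active = every replicate showing at least 50% inhibition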
esBAF inh – Bmi1 luciferase reporter increase in mESCs, primary screen, esBAF inhibitor project, mouse ES cells, Bmi1 luciferase knock-in, single point; 24 h; 100% = twice the neutral-well signal; AID 602393, 2012; reporter increase, % at 12.5 µM; hit rate 2% among 350,000; in the data active = activation above about 40%;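 also: 0% = median of the plate's neutral control wells and 100% = double that signal; a rise in the Bmi1 reporter signal indicates esBAF inhibition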
XiGFP reactiv – activators of inactive X chromosome reactivation, primary screen, imaging, XiGFP fibroblasts, GFP high-content imaging, set 2 | XiGFP mouse fibroblasts, % GFP-positive cells imaging, 3 d; cells co-treated with 5-aza-dC sensitizer; scaled so ellipticine positive control = 100% | activation, % at 7.58 µM | hit rate 0.055% among 360,000 | AID 743238, 2013;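 active = mean normalized replicate activation at least 10% and every replicate at or above 10%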;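 also: 0% = median of on-plate neutral control wells and 100% = ellipticine 6 µM median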
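Assay system: SV40-immortalized XiGFP fibroblast cells, line 68-5-11; buffer or medium: DMEM plus 5-aza-dC sensitizer; compound: one concentration, pinned; timing: compounds 3 days, fix/stain 15 min at room temperature; benchmarks: positive control ellipticine, 6 µM final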
ERAP1 HTS inh – human ERAP1 aminopeptidase inhibitors, primary screen, biochemical, single point, plate reader; Endoplasmic reticulum aminopeptidase 1 (Homo sapiens), Q9NZ08; recombinant ERAP1, Leu-AMC fluorescence, 60 min; inhibition, % at 10.7 µM; hit rate 0.15% among 340,000; AID 652197, 2013;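 active = mean replicate inhibition of at least 30%, or all replicates individually reaching that 30% level; inactive = mean below 30% and not every replicate reaching it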;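 also: 0% = neutral control wells and 100% = L-leucinethiol positive control wells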
RAD54 branch – inhibitors of human RAD54 branch migration, primary screen, biochemical, fluorescence, single point; RAD54 Holliday junction branch migration, FAM/BHQ fluorescence; inhibition, % at 10.4 µM; hit rate 0.14% among 360,000; AID 602329, 2012;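 active = mean normalized replicate activity at least 40 and at least half of replicates scoring 40 or more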;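 also: 0% = median of neutral control wells and 100% = median of positive control wells; inhibitors cause a drop in the FAM fluorescence signal; in these data hits start at about 50%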
Target sequence (Q92698 whole entry, looked up): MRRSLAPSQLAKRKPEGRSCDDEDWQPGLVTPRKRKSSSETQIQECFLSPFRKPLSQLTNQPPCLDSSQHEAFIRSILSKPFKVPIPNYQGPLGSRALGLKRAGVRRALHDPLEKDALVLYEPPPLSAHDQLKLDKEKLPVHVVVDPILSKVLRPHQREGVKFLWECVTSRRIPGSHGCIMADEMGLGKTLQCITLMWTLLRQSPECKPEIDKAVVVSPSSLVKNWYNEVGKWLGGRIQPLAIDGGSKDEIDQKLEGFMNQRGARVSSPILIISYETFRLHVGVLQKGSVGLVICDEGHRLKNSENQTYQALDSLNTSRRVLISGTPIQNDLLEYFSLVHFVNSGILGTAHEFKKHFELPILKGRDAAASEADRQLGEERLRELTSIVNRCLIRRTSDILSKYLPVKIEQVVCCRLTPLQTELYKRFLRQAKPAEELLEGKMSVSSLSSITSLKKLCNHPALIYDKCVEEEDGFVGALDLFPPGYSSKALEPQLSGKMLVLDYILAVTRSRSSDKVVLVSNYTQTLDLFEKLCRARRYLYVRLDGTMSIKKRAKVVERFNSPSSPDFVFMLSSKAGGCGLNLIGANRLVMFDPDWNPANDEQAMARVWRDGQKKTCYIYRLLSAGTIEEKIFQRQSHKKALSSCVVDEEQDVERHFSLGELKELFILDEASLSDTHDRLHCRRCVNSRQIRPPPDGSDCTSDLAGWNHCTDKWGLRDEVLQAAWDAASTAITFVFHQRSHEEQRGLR
INS-1E GSIS act – GLuc luminescence reporter in INS-1E cells, primary screen for activators of glucose-dependent secretion of insulin | INS-1E GLuc reporter insulin secretion, 2-3 h | activation, % at 16.6 µM | hit rate 0.61% among 370,000 | AID 743287, 2014;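 active = lowest replicate activation of at least 40%, so every replicate reaches that level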;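 also: 0% = median of neutral control wells and 100% = median of IBMX positive control wells; some compounds called inactive have numbers as strong as hits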
* marks the source's active call; other numbers are inactive results; / = not tested or not shown.

SMILES	CFTR F508del cor	ARNT TACC3 PPI	RAD52 inh	esBAF inh	XiGFP reactiv	ERAP1 HTS inh	RAD54 branch	INS-1E GSIS act
CCCSc1ccc([C@H]2N[C@@](Cc3ccccc3)(C(=O)OC)[C@H]3C(=O)N(C)C(=O)[C@@H]23)cc1	4.2	0	-4	2	0.0	2	-7	-36
C[C@H]1CN([C@@H](C)CO)C(=O)c2cccc(N(C)C)c2O[C@@H]1CN(C)Cc1ccc(Cl)c(Cl)c1	-0.9	7	6	4	-0.6	-4	-3	-10
Cc1noc(C)c1NC(=O)N[C@H]1C=C[C@H](CC(=O)Nc2ccccc2)O[C@@H]1CO	-3.8	-2	-4	-3	-0.1	3	-4	11
O=C(C[C@H]1C[C@H]2c3cc(NC(=O)C4CCOCC4)ccc3O[C@H]2[C@@H](CO)O1)NCc1cccc(F)c1	-1.5	/	6	4	0.4	2	14	-7
C[C@H](CO)N1C[C@H](C)[C@H](CN(C)Cc2ccccc2)Oc2c(NC(=O)Nc3ccccc3)cccc2C1=O	-0.3	-7	-7	1	-0.8	0	-5	9
COc1cc(/C=N/c2oc(C)c(C)c2C#N)cc(Br)c1O	4.0	-10	-210	-7	0.0	0	-3	1
C[C@H](CO)N1C[C@H](C)[C@@H](CN(C)Cc2ccc(C(=O)Nc3ccccc3N)cc2)Oc2c(NC(=O)Nc3ccccc3)cccc2C1=O	-1.3	2	0	-14	-1.0	2	0	4
Cc1ccc(/C=N/NC(=O)CNC(=O)COc2ccc(Cl)cc2)o1	-1.5	1	-19	/	0.0	1	/	-10
C[C@H]1CN([C@@H](C)CO)C(=O)c2cc(NS(=O)(=O)c3ccccc3)ccc2O[C@H]1CN(C)Cc1ccc(C(=O)Nc2ccccc2N)cc1	1.1	0	-20	-14	0.0	0	9	-3
O=C(NC1CCCCC1)C(c1ccc(F)cc1)N(C(=O)c1csnn1)C1CC1 (stereo not given)	0.9	/	-7	2	0.2	6	8	-5
C[C@@H]1CN([C@H](C)CO)C(=O)c2cccc(NC(=O)c3ccncc3)c2O[C@H]1CN(C)Cc1ccc(C(=O)Nc2ccccc2N)cc1	1.7	13	-1	-2	0.0	-3	5	9
Cc1ccc(-n2nnnc2SCc2nnc(-c3ccccc3Br)o2)cc1	/	-11	/	4	/	/	-2	8
O=C(Cc1csc(-c2ccccc2)n1)NCc1ccc(F)cc1	-0.9	-8	/	/	0.5	/	-14	-22
COc1ccc(-c2ccc(C(=O)NCC(C)C)c3occc23)c(C)c1	0.9	/	-8	29	0.0	1	-8	/
O=C(CCN1C(=O)c2ccccc2C1=O)Nc1nc2ccccc2s1	/	1	10	/	0.1	-5	/	-1
CO[C@H]1CN(C)C(=O)c2cc(NC(=O)C3CC3)ccc2OC[C@@H](C)N(Cc2ccc(F)cc2)C[C@@H]1C	-1.2	-6	29	5	-0.4	3	1	-23
Fc1cccc(Cn2cc(C(=S)N3CCOCC3)c3ccccc32)c1	-4.5	21	-8	7	0.0	4	/	2
COCCNC(=O)c1ccc(N2CC3CC(C2)c2cccc(=O)n2C3)c(NC(=O)c2ccc(C(C)(C)C)cc2)c1 (stereo not given)	1.6	/	-12	-4	0.0	24	-9	3
Cc1ccccc1NS(=O)(=O)c1ccc(C(=O)OCC(=O)NCC(C)C)cc1	-0.6	-2	-11	-2	0.0	-2	5	-13
COc1ccc(NC(=O)Cn2ncc(Cl)c(Cl)c2=O)cc1S(=O)(=O)N1CCOCC1	/	7	/	7	1.0	/	5	11
O=C(Nc1nnc([C@@H]2C[C@H](O)[C@@H](CO)O2)s1)NC(c1ccccc1)c1ccccc1	-0.8	/	-23	2	0.1	-27	-5	-4
COc1cccc(C(C(=O)NC2CCCC2)N(C(=O)c2ccco2)c2ccc(-n3cnnn3)c(C)c2)c1OC (stereo not given)	-2.9	1	0	/	0.1	-1	/	10
COC(=O)c1cc(OC)c(OC)cc1NC(=O)c1ccc(C)o1	1.6	-2	-7	/	/	0	/	-5
CCCCCCSc1ccc(-c2nc3ccc(C)cn3c2NC2CCCCC2)cc1	3.5	-13	-18	-12	0.0	2	6	-5
COc1ccc(S(=O)(=O)NCCSCc2ccco2)cc1	/	0	/	-1	/	/	-15	-21
CC(=NCc1ccco1)c1c(C(F)(F)F)[nH]n(-c2nc3ccccc3s2)c1=O	/	6	-3	3	/	1	-15	7
C[C@@H]1CN([C@@H](C)CO)C(=O)c2cc(NS(=O)(=O)c3ccccc3)ccc2O[C@@H](C)CCCCO[C@@H]1CN(C)C(=O)Nc1ccc(C(F)(F)F)cc1	4.3	-5	14	10	0.0	-3	-7	11
Cn1c(SC2C(=O)CC(C)(C)CC2=O)nnc1-c1ccco1	-4.1	-6	-2	-3	/	4	1	0
C[C@@H]1CCCCO[C@@H](CN(C)C(=O)Nc2ccc3c(c2)OCO3)[C@@H](C)CN([C@@H](C)CO)C(=O)c2cc(NC(=O)Nc3ccccc3)ccc2O1	1.0	1	6	-4	0.2	0	1	12
CN1c2ccc(-c3ccc(C#N)cc3)cc2[C@@H]2[C@@H](CCN2C(=O)NC2CCCCC2)[C@H]1CO	1.2	/	1	/	3.1	0	/	12
Cc1cc(OCC(=O)NCCCn2ccnc2)c2c(C)cc(=O)oc2c1	-1.1	2	5	-5	0.0	4	12	/
COc1c(O)cc(O)c2c(=O)cc(-c3ccccc3)oc12	0.8	-3	-12	14	/	1	1	14
O=C(CC1CC1)N1CC2(C1)[C@H](c1ccccc1)[C@@H](CO)N2C(=O)c1cccnc1	-0.8	/	-6	/	0.3	0	/	6
C[C@@H]1CN([C@@H](C)CO)C(=O)c2cc(-c3cccnc3)cnc2O[C@@H]1CN(C)C(=O)Nc1ccc(F)cc1	-1.4	-7	17	-1	-0.7	-5	-1	13
O=C(N/N=C/c1cccc(OCC(=O)N2CCCC2)c1)C(=O)Nc1ccccc1F	-1.0	-3	0	-5	0.1	0	3	-2
COc1ccc(-c2cnc3c(c2)C(=O)N([C@@H](C)CO)C[C@@H](C)[C@H](CN(C)C(=O)C2CCCCC2)O3)cc1	2.1	8	6	2	-1.2	2	-8	-14
Cc1ccc2c(c1)c(C)c(C)n2CC(O)CN1CCCCC1C (stereo not given)	0.6	0	-16	-7	0.0	-2	-1	-9
Cc1ccc(C(NC(=O)/C=C\c2ccc3c(c2)OCO3)C(=O)Nc2ccc3c(c2)OCO3)cc1 (stereo not given)	/	-8	/	/	0.0	/	-1	-24
CCc1nn(CC(=O)NCCCN(CC)CC)c(=O)c2cc3sc(C)cc3n12	3.0	-5	6	5	0.1	1	2	18
CCN(C(=O)CN1CCN(c2cccc(C(F)(F)F)c2)CC1)c1c(N)n(Cc2ccccc2)c(=O)[nH]c1=O	-1.2	1	-7	/	-0.1	-1	/	-19

An excerpt from above in order of SMILES length, lowest first:
SMILES	CFTR F508del cor	ARNT TACC3 PPI	RAD52 inh	esBAF inh	XiGFP reactiv	ERAP1 HTS inh	RAD54 branch	INS-1E GSIS act
CCCCCCSc1ccc(-c2nc3ccc(C)cn3c2NC2CCCCC2)cc1	3.5	-13	-18	-12	0.0	2	6	-5
COc1ccc(-c2cnc3c(c2)C(=O)N([C@@H](C)CO)C[C@@H](C)[C@H](CN(C)C(=O)C2CCCCC2)O3)cc1	2.1	8	6	2	-1.2	2	-8	-14
C[C@@H]1CCCCO[C@@H](CN(C)C(=O)Nc2ccc3c(c2)OCO3)[C@@H](C)CN([C@@H](C)CO)C(=O)c2cc(NC(=O)Nc3ccccc3)ccc2O1	1.0	1	6	-4	0.2	0	1	12

Results in esBAF inh and CFTR F508del cor, for some of the entries so far:
| SMILES | esBAF inh | CFTR F508del cor |
| --- | --- | --- |
| O=C(Nc1nnc([C@@H]2C[C@H](O)[C@@H](CO)O2)s1)NC(c1ccccc1)c1ccccc1 | 2 | -0.8 |
| COc1cccc(C(C(=O)NC2CCCC2)N(C(=O)c2ccco2)c2ccc(-n3cnnn3)c(C)c2)c1OC (stereo not given) | / | -2.9 |

Later entries.
SMILES	CFTR F508del cor	ARNT TACC3 PPI	RAD52 inh	esBAF inh	XiGFP reactiv	ERAP1 HTS inh	RAD54 branch	INS-1E GSIS act
COC(=O)CCCNc1ncccc1[N+](=O)[O-]	/	-4	-19	-1	0.0	6	-4	15
CN1[C@H](C(=O)NCCCN2CCOCC2)[C@@H](CO)[C@@H]2Cn3c(ccc(/C=C/c4ccccc4)c3=O)[C@@H]21	/	-1	/	4	0.2	/	6	3
CCn1c(SCC(=O)Nc2ncc(C(F)(F)F)cc2Cl)nnc1-c1ccccc1	-0.5	1	-18	-7	0.6	1	-6	0
CCCNC(=O)N[C@H]1CC[C@@H](CCn2cc(C3CC3)nn2)O[C@H]1CO	-1.8	/	1	-1	0.4	-1	-5	-9
CCOCC(=O)Nc1nc2ccc(S(C)(=O)=O)cc2s1	/	4	/	1	/	/	1	22
CCCc1cc(N2CCCC(C(=O)NCc3ccc4c(c3)OCO4)C2)n2ncnc2n1 (stereo not given)	-1.8	4	-21	2	/	0	-9	54*
O=C(Cc1ccccn1)N1[C@H](CO)[C@@H]2c3ccccc3NC[C@@H]21	3.5	-1	-58	3	0.0	1	8	-4
COC(=O)CNC(=O)c1cc(OC)cc(OC)c1	3.1	-5	-4	/	-0.1	-2	/	3
COc1ccc(CNC(=O)c2ccc(-c3c(C)noc3C)c3ccoc23)cc1OC	-2.8	/	-7	-5	-0.1	-5	3	-12
O=[N+]([O-])c1cccc(/C=N/Nc2cc(N3CCOCC3)ncn2)c1	2.2	11	-14	15	0.2	-3	-17	-4
CCc1cc(C(c2ccncc2)N2CCN(C)CC2)c(NC(=O)c2ccccc2)s1 (stereo not given)	/	/	-5	4	0.1	0	/	3
CCCNC(=O)C[C@@H]1C[C@H]2c3cc(NC(=O)NC4CCCCC4)ccc3O[C@H]2[C@H](CO)O1	-2.6	0	1	2	0.0	3	-5	-5
CCN(CC)S(=O)(=O)c1ccc(F)c(C(=O)NCCC(C)C)c1	/	29	/	-22	/	/	4	-1
CC(=O)N1CCc2cc(S(=O)(=O)Nc3ccc(C)cc3C)ccc21	0.4	-11	-1	-4	0.0	-4	-6	13
COC(=O)c1ccc(CSc2n[nH]c(-c3ccccc3)n2)o1	-0.7	-10	-12	/	0.0	2	/	-5
CN(C)C(=O)[C@@]1(Cc2ccccc2N=[N+]=[N-])N=C(c2ccc(OCCCO)cc2)O[C@H]1c1ccccc1N=[N+]=[N-]	0.3	12	7	/	/	1	-8	/
CN1C(=O)c2cc(NC(=O)c3cccc(F)c3)ccc2OC[C@H]2O[C@H](CC(=O)NCc3ccccc3Cl)CC[C@@H]21	-0.6	8	-6	1	0.0	-3	-3	9
COc1ccc(NC(=O)c2ccc3c(c2)C(=O)N(CC2CCCO2)C3=O)cc1 (stereo not given)	1.8	-6	-4	-3	0.2	-3	-1	-5
O=C(COC(=O)c1cccnc1Cl)Nc1ccc2c(c1)OCCO2	-0.1	-16	-1	4	0.0	-2	-4	6
COc1ccc(-c2c(C#Cc3ccsc3)c3ccccc3n2C)cc1	-0.1	-15	-33	45*	0.0	2	-18	/
CN(C)C(=O)CCN1CCOCC1	/	-9	/	-5	/	/	-14	11
Cc1ccc(Cl)c(OCC(=O)OCC(=O)c2ccc[nH]2)c1	-0.9	-4	-10	-1	0.0	-2	4	-6
COc1ccccc1NC(=O)CSc1ccc2nnc(-c3ccccn3)n2n1	-0.8	19	-7	-10	-0.1	0	1	0
